Screening results from PubChem.
AID2073 – inhibitors of Mint1-CaV2.2 protein interaction, biochemical, HTRF (AID 2073); HTRF protein-protein interaction, Mint1-CaV2.2; higher % means a stronger effect; one-dose inhibition, % at 20 µM; IC50 in µM for titrated hits; 290,000 compounds, 0.19% hits; in the data active = inhibition mostly above about 51%, no sharp cut-off; note: some results filed as inactive read as strong as hits
Large T inhibition – SV40 large T antigen inhibitors, biochemical (AID 1903). SV40 large T antigen ATPase/helicase inhibition assay; higher % means a stronger effect. inhibition, % at 20 µM, or IC50 in µM where a hit was titrated. 310,000 compounds, 0.39% hits; in the data active = a potency from the dose series; note: strong numbers were not always called active
HIV peptide binding – cell-free HIV fusion peptide-binding blockers – biochemical, uHTS, fluorescence dequenching, primary screen (AID 1986) | cell-free peptide binding, fluorescence dequenching, 30 min; higher % means a stronger effect | inhibition, % at 20 µM, or IC50 in µM where a hit was titrated | 290,000 compounds, 0.3% hits; in the data active = inhibition mostly above about 52%, no sharp cut-off; inactive = mostly below about 76%; note: some results filed as inactive read as strong as hits
SIAH1 antagonists – Siah-1 peptide-binding antagonists, primary screen, biochemical, fluorescence polarization, rhodamine-plectin, uHTS (AID 1817); displacement, % at 20 µM, or IC50 in µM where a hit was titrated; Siah-1 / rhodamine-plectin peptide fluorescence polarization; higher % means a stronger effect; 290,000 compounds, 0.02% hits;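 active = displacement of at least 50% at 20 µM, with a fluorescence ratio check between 0.3 and a set limit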;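 note: plate controls were Siah plus tracer with DMSO for no effect and tracer alone without Siah for full effect; strong numbers were not always called active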
Dengue-2 NS5 capping – Dengue-2 NS5 methyltransferase inhibitors, primary screen, biochemical, confirmation dose response (AID 588689); 340,000 compounds, 0.3% hits; one-dose inhibition, % at 25 µM; IC50 in µM for titrated hits; Dengue-2 NS5 methyltransferase capping enzyme assay, biochemical; higher % means a stronger effect; in the data active = a potency from the dose series
RSV CPE inhibition – RSV antiviral activity via CPE protection, HEp-2 cells, primary 10 µM value included (AID 2391); HEp-2 cells, RSV-induced CPE inhibition; higher % means a stronger effect; one-dose CPE inhibition, % at 10 µM; IC50 in µM for titrated hits; 310,000 compounds, 0.13% hits; in the data active = a potency from the dose series; note: strong numbers were not always called active
MgcRacGAP inhibition – MgcRacGAP GTPase-activating activity inhibitors, confirmation, biochemical, ADP Hunter fluorescence; MgcRacGAP-stimulated Rac1 GTP hydrolysis, ADP Hunter fluorescence; higher % means a stronger effect; GST-tagged Rac1 F28L mutant substrate; inhibition, % at 30 µM; hits with a dose series show IC50 in µM; 340,000 compounds, 0.6% hits; AID 624330;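 active = first-screen hits whose inhibition reached a set limit at any dose in the follow-up dose series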;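 note: fluorescence reports GDP produced by GAP-driven GTP hydrolysis; strong numbers were not always called active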
XIAP displacement – small molecules displacing peptide from XIAP – biochemical, IAP family, fluorescence polarization (AID 1018); 200,000 compounds, 0.007% hits; XIAP BIR domain, fluorescence polarization peptide displacement; higher % means a stronger effect; one-dose displacement, % at 20 µM; IC50 in µM for titrated hits; in the data active = displacement above about 50%; note: a part of the inactive calls stands beside numbers as strong as those of hits
LYP inhibition – PTPN22 lymphoid phosphatase activity blockers – biochemical, fluorescence intensity, uHTS (AID 1779); 290,000 compounds, 0.054% hits; one-dose inhibition, % at 11.5 µM; IC50 in µM for titrated hits; recombinant LYP phosphatase, fluorescence intensity; higher % means a stronger effect; in the data active = inhibition above about 50%;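 note: plate controls were vehicle with enzyme for no effect and no enzyme for full effect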
Dengue-2 NS5 capping pilot replicate – further read-out of Dengue-2 NS5 capping, marked with its call; inhibition, %; measured here: pilot screen replicate inhibition
* = called active by the depositor.

Screening Cc1nn(-c2nc3ccccc3s2)c(N)c1-c1ccccc1 returned AID2073 -6%, Large T inhibition -5%, HIV peptide binding -3.7%, SIAH1 antagonists -4%, Dengue-2 NS5 capping -1%, RSV CPE inhibition 4.8%, MgcRacGAP inhibition 5%, XIAP displacement -8.3% and LYP inhibition 4%.
`CCC1SC(CC)C(=O)N(CC(=O)NCc2ccc(F)cc2)C1=O` (stereo not drawn) gave AID2073 -4%, Large T inhibition -1%, HIV peptide binding 1.1%, SIAH1 antagonists 10%, Dengue-2 NS5 capping -4%, RSV CPE inhibition -0.9%, MgcRacGAP inhibition -2%, XIAP displacement -5.5% and LYP inhibition -7%.
COc1ccc(OC)c(NC(=O)Cn2c(CCC(=O)O)ccc2-c2cccs2)c1 was read as AID2073 7%, Large T inhibition 9%, HIV peptide binding 5.9%, SIAH1 antagonists 0%, Dengue-2 NS5 capping -5%, RSV CPE inhibition 1.2%, MgcRacGAP inhibition 10%, XIAP displacement -5.9% and LYP inhibition 4%.
Screening C[n+]1ccc(/C=C/c2ccc(Br)cc2)cc1 returned AID2073 1%, Large T inhibition 6%, HIV peptide binding -3.8%, SIAH1 antagonists -3%, Dengue-2 NS5 capping -3%, RSV CPE inhibition -0.4%, MgcRacGAP inhibition 13%, XIAP displacement -4.9% and LYP inhibition -7%.
CCCCCCCCCCCCCCCC(=O)OC[C@H](COP(=O)([O-])OCC[N+](C)(C)C)OC(=O)CCCCCCCCCCCCCCC was read as AID2073 -2%, Large T inhibition 10%, HIV peptide binding 2.8%, SIAH1 antagonists 1%, XIAP displacement -18% and LYP inhibition -1%.
`Nc1cc(-c2ccc(Br)cc2)nn1S(=O)(=O)c1cccc2nsnc12` gave AID2073 0%, Large T inhibition 0%, HIV peptide binding -3.6%, SIAH1 antagonists 0%, Dengue-2 NS5 capping -3%, RSV CPE inhibition 27%, MgcRacGAP inhibition 14%, XIAP displacement -14% and LYP inhibition 5%.
COC(=O)c1ccc(-c2csc(NC(=O)C3=COCCO3)n2)cc1 was read as AID2073 14%, Large T inhibition 10%, HIV peptide binding 1.0%, SIAH1 antagonists 4%, Dengue-2 NS5 capping 1%, RSV CPE inhibition 0.6%, MgcRacGAP inhibition -4% and LYP inhibition -7%.
`O=c1cc(CN2CCN(c3ccc(F)cc3)CC2)c2cc3c(cc2o1)CCCC3` gave AID2073 5%, Large T inhibition 10%, HIV peptide binding 1.4%, SIAH1 antagonists 19%, Dengue-2 NS5 capping -4%, RSV CPE inhibition 1.7%, MgcRacGAP inhibition 0%, XIAP displacement -1.6% and LYP inhibition -3%.
`O=c1cc(-c2ccc(O)cc2)oc2c(C3OCC(O)C(O)C3O)c(O)c(C3OC(CO)C(O)C(O)C3O)c(O)c12` (stereo not drawn) gave AID2073 12%, Large T inhibition 45%, HIV peptide binding 8.7%, SIAH1 antagonists 0%, Dengue-2 NS5 capping 4%, RSV CPE inhibition 1.1%, MgcRacGAP inhibition 9% and LYP inhibition -4%.
CC(=O)OC(C(=O)N1CCN(c2ccccc2F)CC1)c1ccccc1 (stereo not drawn) was read as AID2073 10%, Large T inhibition 1%, HIV peptide binding -0.3%, SIAH1 antagonists 2%, Dengue-2 NS5 capping -12%, RSV CPE inhibition 0.8%, MgcRacGAP inhibition 8%, XIAP displacement -0.9% and LYP inhibition -5%.
CCN(CC)c1ccc(/C=N/n2c(=S)[nH]nc(C)c2=O)cc1 was read as AID2073 -27%, Large T inhibition 17%, HIV peptide binding -1.7%, SIAH1 antagonists 1%, Dengue-2 NS5 capping -4%, RSV CPE inhibition 5.5%, MgcRacGAP inhibition 14%, XIAP displacement -14% and LYP inhibition 1%.
For COc1ccc(CNC(=O)CN(C(=O)c2csnn2)c2ccccc2F)cc1 the results were AID2073 -5%, Large T inhibition 2%, HIV peptide binding 0.9%, SIAH1 antagonists 0%, Dengue-2 NS5 capping -2%, RSV CPE inhibition 1.4%, MgcRacGAP inhibition 8% and LYP inhibition -14%.
For CC(C)(C)c1nnc(NC(=O)CCS(=O)(=O)c2ccccc2)s1 the results were AID2073 -19%, Large T inhibition 9%, HIV peptide binding 0.5%, SIAH1 antagonists 4%, Dengue-2 NS5 capping -21%, RSV CPE inhibition 0.4%, MgcRacGAP inhibition 3% and LYP inhibition 0%.
Cc1c(C)n(CCc2ccccc2)c2ncnc(NCCCO)c12 was read as AID2073 25%, Large T inhibition -2%, HIV peptide binding -0.3%, SIAH1 antagonists -5%, Dengue-2 NS5 capping -5%, RSV CPE inhibition 2.1%, MgcRacGAP inhibition -4% and LYP inhibition -5%.
`CCOc1cc(C2C(C(C)=O)=C(O)C(=O)N2CCc2c[nH]c3ccccc23)ccc1O` (stereo not drawn) gave AID2073 4%, Large T inhibition 9%, HIV peptide binding 1.1%, SIAH1 antagonists 2%, RSV CPE inhibition 15%, MgcRacGAP inhibition 2%, XIAP displacement 13% and LYP inhibition 1%.
Screening Cc1cc2cc(CNC(=O)c3cccc([N+](=O)[O-])c3)ccc2n1C returned AID2073 10%, Large T inhibition 6%, HIV peptide binding 12%, SIAH1 antagonists 18%, Dengue-2 NS5 capping -5%, RSV CPE inhibition 3.7%, MgcRacGAP inhibition 7%, XIAP displacement -21% and LYP inhibition 3%.
Screening CC(=O)C[C@H]1c2cc(C(F)(F)F)ccc2S(=O)(=O)N1Cc1ccccc1 returned Large T inhibition 8%, Dengue-2 NS5 capping -3%, RSV CPE inhibition -0.9% and MgcRacGAP inhibition 7%.
`COc1ccc(-c2[nH]ncc2CNCCn2cccn2)c(F)c1` gave AID2073 0%, Large T inhibition 9%, HIV peptide binding -1.1%, SIAH1 antagonists 3%, Dengue-2 NS5 capping -3%, RSV CPE inhibition 0.1%, MgcRacGAP inhibition 13%, XIAP displacement -6.4% and LYP inhibition -6%.
`CCOC(=O)c1c(CN2CCN(c3ccccc3)CC2)oc2cc(Br)c(O)cc12` gave AID2073 6%, Large T inhibition 37%, HIV peptide binding 1.0%, SIAH1 antagonists 7%, Dengue-2 NS5 capping -4%, RSV CPE inhibition 0.1%, MgcRacGAP inhibition 6% and LYP inhibition -1%.
Screening COc1ccc(NC(=O)CNC(=O)N2CC(=O)Nc3ccccc32)cc1OC returned AID2073 -1%, HIV peptide binding 0.3%, SIAH1 antagonists 4%, Dengue-2 NS5 capping -1%, RSV CPE inhibition 8.8%, MgcRacGAP inhibition 6% and LYP inhibition -7%.
For Cc1cc(Cl)ccc1NC(=S)NC1CCCC1 the results were AID2073 -4%, Large T inhibition 4%, HIV peptide binding 0.0%, SIAH1 antagonists -1%, Dengue-2 NS5 capping 0%, RSV CPE inhibition 3.3%, MgcRacGAP inhibition -4%, LYP inhibition -10% and Dengue-2 NS5 capping pilot replicate 2.1.
For Cc1ccc(C)c(NC(=O)CN(C)C(=O)c2ccc(-c3ccc(Cl)cc3)o2)c1 the results were Large T inhibition 7%, Dengue-2 NS5 capping -7%, RSV CPE inhibition -0.1% and MgcRacGAP inhibition 3%.
Screening C[N+]1(CCOc2ccc([N+](=O)[O-])cc2)CCOCC1 returned AID2073 4%, Large T inhibition 1%, HIV peptide binding -0.3%, SIAH1 antagonists -6%, Dengue-2 NS5 capping -14%, RSV CPE inhibition 0.9%, MgcRacGAP inhibition 6%, XIAP displacement -4.0% and LYP inhibition -3%.
CCOC(=O)c1cc(-c2ccc(N3CCOCC3)cc2)nn1-c1ccc(F)cc1F was read as AID2073 17%, Large T inhibition 12%, HIV peptide binding -1.6%, SIAH1 antagonists 0%, Dengue-2 NS5 capping 2%, RSV CPE inhibition 1.5%, MgcRacGAP inhibition -8%, XIAP displacement 0.0% and LYP inhibition 6%.
`O=C(c1cc2n(n1)C(C(F)(F)F)CC(c1ccco1)N2)N1CCc2ccccc2C1` (stereo not drawn) gave AID2073 6%, Large T inhibition 12%, HIV peptide binding 1.4%, SIAH1 antagonists -2%, Dengue-2 NS5 capping 4%, RSV CPE inhibition 4.6%, MgcRacGAP inhibition 10%, XIAP displacement 0.9% and LYP inhibition -1%.
Cc1cnc(=O)[nH]c1SCc1cccc([N+](=O)[O-])c1 was read as AID2073 4%, Large T inhibition -2%, HIV peptide binding 1.1%, SIAH1 antagonists -2%, Dengue-2 NS5 capping -11%, RSV CPE inhibition 4.7%, MgcRacGAP inhibition 9% and LYP inhibition -7%.
O=C(O)CCC(=O)N1CCc2cc(S(=O)(=O)NCc3cccs3)ccc21 was read as AID2073 3%, Large T inhibition 10%, HIV peptide binding -0.1%, SIAH1 antagonists 0%, Dengue-2 NS5 capping -13%, RSV CPE inhibition 0.9%, MgcRacGAP inhibition 3%, XIAP displacement -3.7% and LYP inhibition -10%.
`O=C(Nc1cccc(-c2csc(Nc3ccccc3)n2)c1)c1cc([N+](=O)[O-])cc(C(F)(F)F)c1` gave AID2073 2%, Large T inhibition 22%, HIV peptide binding 2.4%, SIAH1 antagonists 8%, Dengue-2 NS5 capping -4%, RSV CPE inhibition 4.6%, MgcRacGAP inhibition 7% and LYP inhibition -8%.
Screening COc1cc2c(cc1OC)C(Cc1ccc(O)cc1)N(C)CC2 (stereo not drawn) returned AID2073 1%, Large T inhibition 3%, HIV peptide binding 0.1%, SIAH1 antagonists 2%, Dengue-2 NS5 capping 6%, RSV CPE inhibition 0.5%, MgcRacGAP inhibition 11%, XIAP displacement -6.9% and LYP inhibition -5%.
Screening CCc1nn2c(NCCOC)cc(C)nc2c1-c1ccc(F)cc1 returned AID2073 -7%, Large T inhibition 12%, HIV peptide binding -1.3%, SIAH1 antagonists 1%, Dengue-2 NS5 capping -2%, RSV CPE inhibition 4.3%, MgcRacGAP inhibition 5%, XIAP displacement -6.7% and LYP inhibition -3%.
Screening COC(c1ccccc1)c1nnc(CCC(=O)NCCCc2ccccc2)o1 (stereo not drawn) returned AID2073 7%, Large T inhibition -2%, HIV peptide binding 1.3%, SIAH1 antagonists 4%, Dengue-2 NS5 capping -7%, RSV CPE inhibition -1.6%, MgcRacGAP inhibition -3%, XIAP displacement -5.5% and LYP inhibition -4%.
For O=C(NCCN1CCOCC1)c1cc(-c2ccccc2Cl)nc2ccccc12 the results were AID2073 14%, Large T inhibition 26%, HIV peptide binding -1.3%, SIAH1 antagonists -2%, Dengue-2 NS5 capping -5%, RSV CPE inhibition 1.3%, MgcRacGAP inhibition 5% and LYP inhibition -12%.
Screening CN(Cc1ccccc1)C(=O)CN(Cc1ccccc1)S(C)(=O)=O returned AID2073 2%, Large T inhibition 20%, HIV peptide binding -2.8%, SIAH1 antagonists 1%, Dengue-2 NS5 capping -1%, RSV CPE inhibition 0.7%, MgcRacGAP inhibition 6%, XIAP displacement -4.8% and LYP inhibition -5%.
